MCL1-BIM inh: disrupts human MCL1 binding to BIM-BH3 peptide; Q07820; GST-MCL1 / FITC-Bim-BH3 fluorescence polarization; 320,000 compounds, 0.68% hits; inhibition, % at 10.9 µM;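 active = inhibition above the mean inhibition of all tested compounds plus 3 SD, set per campaign, cut at about 40% in these data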;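 note: 0% = DMSO wells and 100% = unlabeled Bim-BH3 peptide control; higher means more loss of mP so more displacement of Bim peptide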
Bcl-xL primary: inhibitors of human Bcl-xL. 320,000 compounds, 0.7% hits. inhibition, % at 10.9 µM. GST-Bcl-xL / FITC-Bim BH3 peptide fluorescence polarization;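 active = inhibition above the mean of all tested compounds plus 3 SD, cutoff set per campaign, cut at about 30% in these data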;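 note: 0% = DMSO wells and 100% = unlabeled Bim-BH3 peptide competitor; inhibitors lower millipolarization by displacing the labeled peptide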
Target sequence (Q07817 whole entry, looked up): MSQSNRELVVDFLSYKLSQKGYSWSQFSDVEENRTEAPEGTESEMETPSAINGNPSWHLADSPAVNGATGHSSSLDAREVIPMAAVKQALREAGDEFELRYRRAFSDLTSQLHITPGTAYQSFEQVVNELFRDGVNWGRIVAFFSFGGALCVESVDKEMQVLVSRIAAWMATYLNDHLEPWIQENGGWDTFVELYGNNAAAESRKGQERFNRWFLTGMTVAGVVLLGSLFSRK
AGP1 TOR yeast: alters AGP1-GFP fluorescence in TOR pathway yeast screen; 320,000 compounds, 0.02% hits; AID 2066; S. cerevisiae AGP1-GFP multiplex flow cytometry, 3 h; GFP as percent of DMSO wells; GFP response vs DMSO, % at 10 µM;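 active = GFP response relative to DMSO above a set limit, near screen average plus 3 SD, cut at about 150% in these data; inconclusive = fewer than 70 cells counted for the yeast strain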;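 note: median GFP channel fluorescence of the gated AGP1 strain per well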
VLA-4 inh: inhibition in a human VLA-4 binding assay. 330,000 compounds, 0.2% hits. inhibition, % (about 7 µM as worked out from the volumes in the protocol). P13612. AID 2557. VLA-4 expressing cells, ligand binding flow cytometry; in the data active = inhibition above about 50%
CIT2-GFP yeast: alters CIT2-GFP fluorescence in TOR pathway yeast screen | S. cerevisiae CIT2-GFP strain, flow cytometry, 3 h; 100 means same as DMSO wells | GFP response vs DMSO, % at 10 µM | 320,000 compounds, 0.065% hits;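 active = GFP response relative to DMSO above a set limit, near the screen mean plus 3 SD, cut at about 150% in these data; inconclusive = Fewer than 70 cells measured for a yeast strain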;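 note: ratio of well median GFP fluorescence to mean of DMSO wells on the plate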
GRK2 aptamer HTS: inhibitors of human GRK2 displacing RNA aptamer; bead flow cytometry, FAM-aptamer displacement from GRK2; inhibition of aptamer binding, % at 10 µM; 330,000 compounds, 0.59% hits;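 active = inhibition of aptamer binding above 40%, roughly 3 SD of noise, on plates passing a quality check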;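 note: median bead fluorescence of bound FAM aptamer so fluorescent compounds give negative values; no value below 0 was filed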
Target sequence (P25098 whole entry, looked up): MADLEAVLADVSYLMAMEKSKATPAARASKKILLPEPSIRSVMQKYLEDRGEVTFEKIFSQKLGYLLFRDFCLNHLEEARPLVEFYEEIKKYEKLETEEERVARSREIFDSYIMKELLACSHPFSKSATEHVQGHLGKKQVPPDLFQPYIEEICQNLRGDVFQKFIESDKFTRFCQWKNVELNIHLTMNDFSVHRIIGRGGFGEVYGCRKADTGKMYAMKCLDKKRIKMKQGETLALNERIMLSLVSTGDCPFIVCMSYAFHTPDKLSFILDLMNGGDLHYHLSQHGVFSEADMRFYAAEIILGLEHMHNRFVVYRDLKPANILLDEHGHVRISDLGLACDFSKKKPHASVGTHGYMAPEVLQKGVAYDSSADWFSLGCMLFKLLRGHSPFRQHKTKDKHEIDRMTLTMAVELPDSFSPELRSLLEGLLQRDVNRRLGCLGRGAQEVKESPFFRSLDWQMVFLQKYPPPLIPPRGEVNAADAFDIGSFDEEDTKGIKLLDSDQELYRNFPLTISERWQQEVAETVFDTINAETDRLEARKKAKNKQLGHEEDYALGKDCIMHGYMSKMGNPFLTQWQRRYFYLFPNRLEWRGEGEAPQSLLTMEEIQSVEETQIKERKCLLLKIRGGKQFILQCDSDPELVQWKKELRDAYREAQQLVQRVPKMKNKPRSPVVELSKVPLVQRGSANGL
MEX-5 binding: C. elegans MEX-5 TCR-2 RNA binding activity | MEX-5/FITC-TCR2 RNA binding, fluorescence polarization; active compounds read low | activity score (negative = inhibition of binding), % at 10 µM | Q9XUB2 | 300,000 compounds, 0.38% hits;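 active = inhibition past about -25% in most replicates, and total fluorescence under double the plate's negative control median, limit read from the data; inconclusive = replicates evenly split on the limit, or fluorescence at least double controls; inactive = too little inhibition in most replicates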;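 note: 0% = DMSO and -100% = 5 µM competing unlabeled TCR2 RNA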
Fam108B inh: counter-screen for RBBP9 inhibitors: inhibitors of mouse Fam108B | inhibition, % at 9.51 µM | 300,000 compounds, 0.33% hits | recombinant Fam108B, FP-Rh probe fluorescence polarization;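 active = inhibition above the screen mean inhibition plus 3 SD, computed separately per campaign, cut at about 18% in these data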;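 note: inhibitors lower polarization as less probe binds the enzyme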
GLD-1 RNA inh: GLD-1-TGE RNA interaction inhibition (C. elegans); inhibition, % at 5.96 µM; 320,000 compounds, 0.44% hits; Q17339; purified GLD-1 + fluorescein TGE RNA, fluorescence polarization; AID 2280;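 active = percent inhibition above a per-plate cutoff, the plate mean of test compounds plus 3 SD, cut at about 30% in these data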;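 note: 0% = DMSO wells with GLD-1 and probe and 100% = wells lacking GLD-1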
* marks the source's active call; other numbers are inactive results; ? = inconclusive; nt = no result given.

Values run as follows: Fam108B inh	Bcl-xL primary	VLA-4 inh	AGP1 TOR yeast	GLD-1 RNA inh	CIT2-GFP yeast	MCL1-BIM inh	MEX-5 binding	GRK2 aptamer HTS
CCCOc1cccc(C(=O)Nc2cccnc2)c1
 : 0	13	24	100	3	100	4	2.0	0
O=C(Nc1ccc(S(=O)(=O)Nc2ccccn2)cc1)c1cccc([N+](=O)[O-])c1
 : -1	2	9	102	7	101	6	0.4	4
COc1ccc(N2C(=O)CC(N(Cc3ccc(S(N)(=O)=O)cc3)C(C)=O)C2=O)cc1 (centres undefined)
 : -3	5	14	103	-9	98	-2	-3.0	2
COc1cc2c(cc1OC)C1=C(C#N)CC/C(=N\S(=O)(=O)c3cccc(Cl)c3)N1CC2
 : 3	5	5	97	5	99	12	-1.3	0
COCCCn1cnnc1SCC(=O)Nc1ccc(S(=O)(=O)N2CCCC2)cc1
 : 1	0	22	99	-6	102	-2	-0.4	0
CCCn1c2c(c(O)c(C(=O)Nc3nc4ccccc4s3)c1=O)CCCC2
 : -1	10	20	105	8	99	8	1.1	3
CCC(CO)Oc1cc(NCc2ccc(C)c(C)c2)c2ncn(C(C)C)c2c1 (centres undefined)
 : nt	nt	5	101	4	97	nt	nt	2
CN1CCN(C2=Cc3cc(Cl)ccc3Sc3cc(F)ccc32)CC1
 : 7	6	28	94	-4	96	4	3.1	0
CC1(OC(=O)CCc2ccccc2)C(=O)C=C2C=C(c3ccc(C#N)cc3)N(Cc3ccccc3)C=C2C1=O (centres undefined)
 : 1	10	-11	101	15	95	1	0.1	2
Cc1cccc(C(=O)NCCC(=O)Nc2ccc(C)c(F)c2)c1
 : 1	7	-9	96	0	100	6	-4.7	0
Cc1ccc(N(CC(O)CN2CCCCC2)S(=O)(=O)c2ccccc2)cc1 (centres undefined)
 : 2	2	-1	98	3	114	-3	-0.8	0
O=C(CN1C(=O)NC2(CCCC2)C1=O)Nc1cc(C(F)(F)F)ccc1N1CCCCC1
 : 1	-8	9	113	6	98	-8	-0.8	2
CCOc1ccc(C(=O)O)cc1OC
 : 2	0	-17	100	-8	97	2	-0.7	0
CC1CCC2C(=O)N(c3ccc(C(=O)Oc4cccc5cccnc45)cc3)C(=O)C2C1 (centres undefined)
 : 2	3	-3	91	2	95	5	-0.8	1
Cc1csc(NC(=O)c2c(-c3c(Cl)cccc3Cl)noc2C)n1
 : -2	0	0	108	-4	103	-2	0.8	0
O=C(COc1ccccc1[N+](=O)[O-])N(Cc1ccccc1)c1ccccn1
 : 2	8	-1	104	7	106	7	-0.9	0
COc1cc(/C=C2\C(=N)N3N=C(S(C)(=O)=O)SC3=NC2=O)cc(OC)c1OCCOc1cccc(C)c1
 : -8	-1	2	98	-2	99	5	-8.9	1
CC/C=C/C(=O)N1CC2(CC(c3cccc(NC(=O)COc4ccc(Cl)cc4)c3)=NO2)C[C@H]1C(N)=O (some centres undefined)
 : -1	3	-11	92	-1	84	6	0.2	6
CCN1CCN(c2cc(C)c3cc(NC(=O)c4cccnc4Cl)ccc3n2)CC1
 : 10	1	-18	85	-2	84	8	1.5	0
CN1CCN(C(=O)c2ccccc2-c2nc(-c3ccccc3)no2)CC1
 : -3	-1	-8	110	0	108	6	-0.5	2
O=C(CCCN1C(=O)/C(=C/c2ccccc2Cl)SC1=S)NNC(=O)c1ccc(Cl)cc1Cl
 : -5	0	-2	100	-2	91	8	-12	0
Cc1ccc2nc(SCC(=O)OCc3ccccc3)nc(=O)n2c1
 : 1	6	-16	108	-1	100	10	2.2	4
Cc1c(C)c2ccc(OC(C)C(=O)NCCN3CCOCC3)c(C)c2oc1=O (centres undefined)
 : 2	4	25	97	3	95	-2	-2.6	0
Nc1sc(-c2ccccc2)cc1C(=O)N/N=C/c1ccc(Cl)cc1
 : 9	2	2	93	-3	85	4	1.7	1
COc1ccc2c(CCNC(=O)Nc3ccccc3)c[nH]c2c1
 : 4	2	6	98	3	100	5	-0.4	0
Cc1nn(Cc2ccc(C(=O)N/N=C/c3ccncc3)o2)c(C)c1Cl
 : nt	nt	14	90	nt	88	nt	0.0	0
Cc1nc(NS(=O)(=O)c2ccccc2)sc1NC(=O)OCCN(C)C
 : -7	3	14	105	0	98	7	-3.4	2
CC(=O)c1c(N2CCOCC2)nc(=S)n(-c2ccc([N+](=O)[O-])cc2)c1C
 : 0	-4	4	103	-2	113	3	1.4	0
Cc1ccc(-n2c(=O)c3ccccc3n(CC(=O)C(C)(C)C)c2=O)cc1
 : 0	-1	-3	107	4	95	1	0.3	0
O=C(CC1SC(N2CCCC2)=NC1=O)Nc1ccc(C(=O)Nc2ncccc2O)cc1 (centres undefined)
 : 4	2	8	112	-1	110	-1	-2.2	1
CCOC(=O)N1CCN(C(=O)Cn2nc(-c3ccc(Cl)cc3)ccc2=O)CC1
 : 1	-1	2	101	-1	105	5	4.1	3
O=C(NN=C1CCCCC1)Nc1ccccc1Cl
 : 3	3	7	76	5	64	6	1.0	4
COc1ccc(NC(=O)c2ccc(-c3ccc([N+](=O)[O-])cc3)o2)cc1
 : -2	4	1	100	-2	90	-2	0.0	6
O=C(NCN1CCN(c2ccccc2F)CC1)c1ccccc1
 : 6	3	-13	104	3	91	5	0.4	0
O=C(Nc1nc2c(s1)CCCC2)c1ccc(S(=O)(=O)N2CCCc3ccccc32)cc1
 : -10	0	12	101	-1	97	-10	-2.2	0
CCc1cc(=O)oc2c(C)c(OC(C)C(=O)N3CC[C@@]4(O)CCCC[C@H]4C3)ccc12 (some centres undefined)
 : -2	1	-25	101	4	105	0	1.5	2
CC(=O)N(Cc1cccs1)Cc1cc2cc(C)c(C)cc2nc1Cl
 : -2	3	17	91	-4	88	-2	-1.8	1
COc1ccc(NC(=O)N2CCCc3cc(C)ccc32)c(OC)c1
 : 0	3	7	85	6	100	6	-0.4	12
CC(NC(=O)CCSc1nc(-c2ccc3c(c2)OCO3)cc(C(F)(F)F)n1)c1ccccc1 (centres undefined)
 : -9	2	3	99	-3	100	1	1.0	0
CCCCNC(=O)c1cc2c(=O)n3cccc(C)c3nc2n(CCN2CCOCC2)c1=N
 : -2	9	0	?	-2	?	7	-3.8	0
O=C(NC1CCCC1)C1CC(=O)N(C2CCCCCCC2)C1 (centres undefined)
 : -3	7	-6	111	6	104	8	-1.5	2
Oc1ccc(C2Nc3cccc4cccc(c34)N2)c(O)c1
 : 67*	12	11	95	2	95	16	-0.1	3
Cn1c(CC(=O)Nc2ccccc2F)nnc1SCC(=O)N1CCOCC1
 : -1	-20	nt	101	1	91	-14	-3.0	1
CCCCC(=O)N/N=C/c1ccc(N2CCOCC2)c([N+](=O)[O-])c1
 : 1	-1	17	92	2	80	1	-2.8	0
CC(=O)NCCNc1ccc([N+](=O)[O-])cc1C#N
 : -6	2	-6	93	3	94	-1	-41*	0
OC1CCN(Cc2ccc3ccccc3c2)CC1
 : nt	nt	-3	106	nt	102	nt	0.0	3
Cc1ccc(-n2ncc3ccccc3c2=O)cc1Cl
 : -3	0	-8	102	1	99	-2	3.6	3
CN(CC(=O)Nc1ccc(F)cc1)CC(=O)NC1CCCCC1
 : nt	-1	-4	96	3	104	1	nt	3
COCCNc1nnc(SCC(=O)Nc2cc(-c3ccccc3)nn2-c2ccccc2)s1
 : -2	-10	7	96	-8	92	-11	-1.4	0
CN(C)N=Nc1nc2c([nH]1)c(=O)n(C)c(=O)n2C
 : 0	7	4	91	4	100	7	-1.5	0
O=C1OCCN/C1=C\C(=O)c1ccccc1
 : -5	4	6	109	8	93	2	0.4	1
CSc1nc(O)c(C(c2ccccc2Cl)c2c(O)nc(SC)[nH]c2=O)c(=O)[nH]1
 : -1	0	0	nt	8	nt	-7	-1.8	4
O=C(NCCS(=O)(=O)N1CCN(c2ccc(F)cc2)CC1)c1ccc(Br)o1
 : -3	-7	1	105	5	111	-1	-4.8	0
CC1CCCCN1S(=O)(=O)c1ccc(C(=O)Nc2ccccc2-c2nc3ccccc3[nH]2)cc1 (centres undefined)
 : 32*	1	7	92	4	84	-1	2.9	3
COc1ccc(N2CCN(S(=O)(=O)c3cn(C)c(=O)n(C)c3=O)CC2)cc1
 : 1	8	41	103	-1	90	7	nt	1
Cc1ccccc1C(=O)OCc1cnc(Cl)s1
 : 2	2	5	85	1	91	3	-0.6	0
CC(C)(C)NC(=O)C(c1cccs1)N(C(=O)c1csnn1)c1ccccc1F (centres undefined)
 : 0	9	-2	89	-9	89	4	0.8	5
Cc1ccnc(NS(=O)(=O)c2ccc(NC(=O)CCS(=O)(=O)c3ccccc3)cc2)n1
 : -2	0	27	98	-3	94	-6	-1.0	2
N#CCCn1cnc2ccccc21
 : 0	5	13	101	9	108	4	1.5	3
CCCn1c(NC(=O)CCNC(=O)c2ccccc2Cl)nc2ccccc21
 : nt	4	10	109	-1	100	8	nt	2

Other records:
Values run as follows: Fam108B inh	Bcl-xL primary	VLA-4 inh	AGP1 TOR yeast	GLD-1 RNA inh	CIT2-GFP yeast	MCL1-BIM inh	MEX-5 binding	GRK2 aptamer HTS
CCc1ccc2[nH]c(=O)c(CN(Cc3ccccc3)C(=O)Nc3ccccc3OC)cc2c1
 : -9	2	-3	113	11	108	0	2.0	0
O=C(COc1ccccc1Cl)NCCCNC(=O)c1ccccn1
 : -2	3	-3	106	-2	97	0	0.6	0
O=C(CCC(=O)c1cccs1)OCC(=O)N1CCN(S(=O)(=O)c2ccccc2)CC1
 : -1	0	2	95	1	82	-1	0.6	2
COCCN1CCN(Cc2cn[nH]c2-c2cc3ccccc3o2)CC1
 : 1	6	7	100	2	100	9	1.3	0
CCc1noc(C)c1C(=O)Nc1nc2c(C)cccc2s1
 : 2	0	3	95	5	77	0	-0.2	6
O=C(CN(Cc1cccs1)C(=O)CNS(=O)(=O)c1ccc(Cl)cc1)NCc1ccco1
 : 1	3	10	107	5	104	9	-0.6	2
Cc1ccc(S(=O)(=O)N(C)c2ccc(C(=O)N3CCC(C(N)=O)CC3)cc2)cc1
 : -1	7	10	98	-2	106	-6	nt	2
O=C(COC(=O)CCc1c[nH]c2ccccc12)Nc1ccc([N+](=O)[O-])cc1
 : 4	1	2	100	1	102	-9	0.7	0
COC(=O)c1cnn(-c2cc(Oc3cccc(C)c3)ncn2)c1N
 : 1	2	-1	100	0	114	7	-0.4	2
CN(C)c1cc(N/N=C\c2ccccc2)nc(N(C)C)n1
 : 1	4	0	111	7	104	-8	-3.1	0
Clc1ccc(CN2CCCCCCC2)cc1
 : 5	1	-13	93	6	92	6	-0.4	0
O=C(/C=C/c1cccs1)N1CCc2ccccc21
 : 0	-4	30	92	1	96	0	-1.5	0
CCN(CC)S(=O)(=O)c1ccc(NC(=O)COC(=O)CCc2cc(OC)c(OC)c(OC)c2)cc1
 : 3	3	4	96	-1	97	-4	1.3	6
CC(=O)Nc1ccc2c(c1)NC(=O)CC2
 : 6	3	-5	107	-1	101	5	1.4	2
C=CCn1c(=N)n(CC(=O)O)c2ccccc21
 : 0	8	3	101	3	100	-1	0.1	1
Cc1ccccc1CN(C)C(=O)COC(=O)c1ccc2[nH]c(C)c(C)c2c1
 : nt	nt	-3	97	3	100	nt	nt	0
CCCCCCn1c(C(C)NC(=O)c2ccco2)nc2ccccc21 (centres undefined)
 : 1	10	9	109	-8	108	0	2.1	0

Assay outcomes (PubChem)
